# Source: PubChem BioAssay (Sanford-Burnham Center for Chemical Genomics)
# TIM10 inh: TIM10 yeast growth inhibition; S. cerevisiae TIM10 strain growth, BacTiter-Glo luminescence, 24 h; inhibition, % at 10 µM; 330,000 compounds, 1.4% hits; AID 463195;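 active = inhibition of 40% or more at the single tested concentration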;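 note: wild-type TIM10 isogenic control strain grown at permissive 25 °C; 0% = DMSO yeast wells and 100% = minimal medium wells without yeast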
# tim10-1 inh: tim10-1 yeast growth inhibition; 330,000 compounds, 2.2% hits; S. cerevisiae tim10-1 ts strain growth, BacTiter-Glo, 24 h; AID 463190; inhibition, % at 20 µM;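 active = inhibition of at least 40%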;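 note: mutant grown at 25 °C; 0% = DMSO wells with yeast and 100% = wells holding no yeast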
# UPR CHOP act: apoptotic UPR (CHOP) activation; CHO-CHOP luciferase reporter, luminescence; percent of tunicamycin response over DMSO baseline; activation, % at 10 µM; 330,000 compounds, 0.34% hits; AID 449763;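 active = at 10 µM dose, activation of 40% or more, normalized to positive control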;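 note: 100% = tunicamycin at 10 µg/mL and 0% = DMSO alone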
#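 Dosing – one dose, 10 µM in 0.5% DMSO · System – CHO-CHOP cells, stable luciferase reporter of PERK-eIF2a-CHOP signalling · Input – 500 cells/well · Control set – tunicamycin 10 µg/mL final as positive, DMSO-only wells as negative · Timing – 6 h compound treatment, 37 °C · Measure – % activation vs tunicamycin · Technique – luminescence read with Steady-Glo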
# GRIN3A LBD mod: NR3A (human) ligand-binding domain modulation; 340,000 compounds, 2.5% hits; NR3A LBD differential scanning fluorimetry, Tm shift; 0% = protein alone, 100% = glycine-bound protein; AID 1259313; Tm shift relative to glycine control, % at 25 µM;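 active = melting temperature shift of at least 10% of the positive control shift, at one fixed dose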
# UPR XBP1 act: activators of adaptive arm of unfolded protein response (XBP1); CHO-XBP1 luciferase reporter, IRE1-XBP1 UPR activation, luminescence; percent of tunicamycin response, DMSO as zero; activation, % at 20 µM; 330,000 compounds, 0.33% hits; AID 463104;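 active = versus positive control, 20 µM dose yields 30% or more activation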;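 note: 100% = tunicamycin at 10 µg/mL and 0% = DMSO only wells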
#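 Material: CHO cell line with stable XBP1 luciferase reporter; schedule: 16-18 h cell attachment at 37 °C, then 6 h compound exposure; signal: glow luminescence from Steady-Glo reagent; medium: serum-containing F12 medium, 10% FBS; benchmarks: tunicamycin 10 µg/mL and vehicle-only wells; read-out: percent activation relative to tunicamycin reference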
# NLRP3 yeast inh: NALP3 inhibition in yeast. 330,000 compounds, 0.39% hits. Yeast reconstituted NLRP3/ASC/caspase-1, beta-gal luminescence, 24 h. AID 2825. inhibition, % at 10 µM;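 active = inhibition of 50% or more; inactive = inhibition below 50%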;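 note: plate controls were induced DMSO wells for no effect and uninduced yeast grown without galactose for full effect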
# Mdm2-MdmX inh: disrupts the human Mdm2-MdmX interaction. O15151+Q00987. SaOS-2 split-luciferase Mdm2/MdmX complementation, luminescence. inhibition, % at 8 µM. 330,000 compounds, 3% hits;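 active = inhibition of at least 50% at 8 µM in the primary screen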
# tim23-1 inh: tim23-1 yeast growth inhibition; S. cerevisiae tim23-1 growth, BacTiter-Glo luminescence, 24 h; inhibition, % at 20 µM; 330,000 compounds, 1.3% hits; AID 463212;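 active = growth inhibition of the mutant yeast at or above 50%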;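 note: temperature-sensitive mutant grown at 25 °C; plate controls were DMSO-treated mutant yeast for no effect and medium wells lacking yeast for full effect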
# APJ ag: APJ receptor agonism. P35414. CHO-K1 APJ PathHunter beta-arrestin, luminescence; 0% DMSO wells, 100% apelin. activation, % at 20 µM. 330,000 compounds, 0.11% hits. AID 2520;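 active = activation more than six SD over the plate average, tested at 20 µM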;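 note: 0% = DMSO alone and 100% = apelin-13 at 10 nM; some results filed as inactive read as strong as hits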
# Target sequence (P35414 whole entry, looked up): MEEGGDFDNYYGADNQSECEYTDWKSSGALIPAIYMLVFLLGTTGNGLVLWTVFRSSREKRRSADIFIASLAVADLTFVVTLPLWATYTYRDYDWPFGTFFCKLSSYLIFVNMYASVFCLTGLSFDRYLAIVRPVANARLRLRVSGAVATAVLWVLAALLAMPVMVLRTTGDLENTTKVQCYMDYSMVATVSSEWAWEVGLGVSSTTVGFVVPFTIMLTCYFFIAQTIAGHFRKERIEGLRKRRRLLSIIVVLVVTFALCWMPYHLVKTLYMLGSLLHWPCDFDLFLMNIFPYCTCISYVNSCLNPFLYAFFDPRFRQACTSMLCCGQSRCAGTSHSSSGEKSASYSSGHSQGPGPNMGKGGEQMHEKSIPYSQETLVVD
#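 Assay system: CHO-K1 APJ beta-arrestin complementation cell line / Compound: single test compound dose, 20 µM final, 1% DMSO / Times: overnight seeding, 90 min compound at 25 °C, 1 h detection / Technique: beta-gal luminescence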
# Starred values were filed as active, the others as inactive; nt = no result given. The order is random; any-hit rate near 8.2%.
SMILES,TIM10 inh,tim10-1 inh,UPR CHOP act,GRIN3A LBD mod,UPR XBP1 act,NLRP3 yeast inh,Mdm2-MdmX inh,tim23-1 inh,APJ ag
Cc1cccc(C(=O)N2CCc3cc(-c4nc(NC(=O)Cn5nnc6ccccc6c5=O)sc4C)ccc32)c1,6.1,31.7,0.6,nt,-2.3,-12.0,5.9,11.0,-1.7
O=C(Nc1ccc2[nH]c(=O)[nH]c2c1)Nc1ccc(F)cc1F,-27.7,-2.2,3.2,-2.6,-0.5,5.4,-8.6,-7.4,2.5
COc1ccc(OCc2cc(C(=O)N3CCCN(C(C)=O)CC3)no2)c(Cl)c1,4.4,-2.3,1.2,-3.1,-3.3,-3.0,-24.2,2.2,2.1
CCOc1ccc(OCCC(=O)OCC(=O)Nc2ccc(Cl)cn2)cc1,8.4,9.5,1.0,8.2,-1.4,9.5,7.3,7.0,-3.6
C/C=N\NC(=O)COc1cc(C)ccc1C,0.9,4.8,1.5,-0.3,-2.0,3.9,28.2,10.8,-0.5
CC(OC(=O)C1CCCCC1)C(=O)Nc1ccc(S(N)(=O)=O)cc1 (stereo unspecified),2.1,10.4,-0.2,-0.3,2.6,7.6,-29.5,9.7,-2.0
CN(C)S(=O)(=O)c1ccc(C(=O)OCC(=O)NCc2ccccc2)cc1,-11.0,14.2,1.7,-1.2,-0.8,-19.1,-1.6,-9.7,-1.5
Cn1nccc1C(=O)N/N=C/c1cccnc1,-2.1,-19.3,0.4,2.4,-0.7,-7.1,-13.5,6.4,2.1
COC(=O)c1nc2n(n1)C(c1cccc(Cl)c1)C1=C(CC(C)(C)CC1=O)N2 (stereo unspecified),-1.3,1.8,-2.9,-1.2,-3.4,21.4,-3.5,-5.4,-3.3
N#Cc1ccsc1NC(=O)c1ccccn1,-7.5,21.7,6.2,-0.4,-0.1,-30.3,10.7,3.3,0.8
Cc1cc(N2CCCCC2)c(F)cc1[N+](=O)[O-],-18.6,4.2,-0.9,1.3,-1.1,28.4,-37.6,5.8,0.1
CCCCNC(=O)CCn1nc(-c2ccccc2)c2ccccc2c1=O,22.9,2.8,-0.9,2.0,-2.9,10.5,-3.5,26.5,-4.8
COCCNS(=O)(=O)c1ccc(OCC(=O)OC)c(Cl)c1,-3.2,4.1,15.3,0.9,2.4,-4.0,9.1,10.2,-2.2
O=C(Cn1ccc([N+](=O)[O-])n1)NCC1CCCO1 (stereo unspecified),-5.5,9.4,2.8,-1.1,-0.5,7.1,13.0,-6.1,2.6
COc1cc(OC)c(NC(=O)N2CCOCC2)cc1Cl,-3.6,-8.8,13.9,-1.8,-3.7,8.4,7.7,-2.4,-0.8
CCC(C)[C@H](NC(=O)N1CCn2c1nc1ccccc12)C(=O)NCc1ccc(OC)cc1 (stereo partly specified),-0.5,15.3,-1.6,-1.6,-5.8,17.2,19.5,19.8,-2.5
CCCCNC(=O)/C(C#N)=c1\s/c(=C\c2ccccc2OC(F)F)c(=O)n1CCCOC,14.6,36.8,2.6,1.3,-0.2,12.5,-37.6,25.2,1.9
O=C(CSc1ccccc1)NCC1(N2CCCCC2)CCCCC1,-6.0,3.5,0.2,-0.9,-4.5,2.9,12.8,-2.1,-2.7
O=C1c2ccccc2C(=O)N1CCOCCN1C(=O)c2ccccc2C1=O,9.5,5.0,1.7,0.2,-6.7,8.3,8.1,-1.8,-1.2
Cc1cc(C)nc(CCNC(=O)CC2C(=O)NCCN2Cc2ccccc2)n1 (stereo unspecified),-3.8,-13.2,-1.4,-2.4,-10.3,21.6,2.9,9.5,4.4
COc1ccc(/C=N/Nc2ccccc2C(=O)O)cc1Cn1cc([N+](=O)[O-])cn1,-3.7,-14.0,1.9,-2.1,0.2,5.4,-9.9,1.6,-7.3
O=C(Nc1ccc(OCC(=O)N2CCC(Cc3ccccc3)CC2)cc1)c1ccco1,68.0*,59.2*,-0.5,0.5,2.2,14.1,21.3,71.7*,-4.7
CCOC(=O)C1=NNC(C(=O)c2ccccc2)C1c1ccc(OC)cc1 (stereo unspecified),13.4,32.6,0.1,-4.1,-5.0,9.2,20.8,18.0,-5.8
CCOC(=O)c1cc(C(=O)c2cc(F)ccc2O)coc1=N,-17.9,16.4,-1.8,-4.3,-4.2,8.9,17.5,0.4,-3.7
O=C(NCc1ccco1)c1cccc2ccccc12,1.3,1.9,0.4,0.7,-2.5,9.0,5.5,3.0,-2.3

# Additional entries
SMILES,TIM10 inh,tim10-1 inh,UPR CHOP act,GRIN3A LBD mod,UPR XBP1 act,NLRP3 yeast inh,Mdm2-MdmX inh,tim23-1 inh,APJ ag
Cc1ccc(C)c(NC(=O)CCN2CCN(c3ccccc3F)CC2)c1,-0.8,10.1,-1.3,-1.7,-3.2,23.5,-25.7,10.2,0.6
CC(C)(C)OC(=O)N1CCC(C(=O)N[C@@H](Cc2ccccc2)C(=O)O)(c2ccccc2)CC1,11.5,1.8,1.1,-2.9,-2.1,-11.1,10.7,10.8,-2.7
CCn1nc(C)c(C2C(C#N)=C(N)OC3=C2C(=O)CC(C)(C)C3)c1C (stereo unspecified),7.0,15.5,1.8,-1.5,3.8,4.8,21.7,-1.5,-0.7
C=CCSc1nnc(-c2cc(Br)ccc2N)c(=O)[nH]1,1.0,-11.8,-1.0,-2.6,-0.2,-6.6,-1.1,-1.2,-1.0
O=C(NCCCN1CCOCC1)c1ccc(CS(=O)(=O)c2cccc(C(F)(F)F)c2)o1,-21.9,6.7,-2.4,-0.7,-2.7,6.1,2.1,-6.8,-3.2
Cc1ccc(SCc2cn3cccnc3n2)cc1,-10.4,-11.8,2.0,0.0,3.2,23.1,-24.7,0.1,1.0
O=C(NC1(O)C(=O)c2ccccc2C1=O)c1ccc(C(F)(F)F)cc1,-8.4,-5.8,1.5,2.8,-1.6,26.5,-7.8,4.0,-1.0
CCOc1ccc(Nc2ccc(S(=O)(=O)N3CCN(C)CC3)cc2[N+](=O)[O-])cc1OCC,13.7,16.6,-0.8,-3.0,-0.8,19.4,21.2,8.9,-2.2
CC(=O)Oc1ccc2c(=O)c(Oc3ccccc3[N+](=O)[O-])coc2c1,8.0,20.7,-3.4,-1.1,1.5,16.8,-7.0,10.8,-0.1
COC(=O)c1c(C)noc1-c1ccc(Cl)cc1,6.3,3.0,-0.4,1.2,-0.2,8.6,8.3,18.5,-1.4
O=C(COC(=O)C12CC3CC(CC(C3)C1)C2)Nc1nccs1,-14.7,-9.2,0.0,-1.4,4.5,6.6,11.4,2.5,-2.3
O=Cc1cn(Cc2ccccc2)nc1-c1cccnc1,-2.5,9.4,-1.8,0.0,-0.2,6.5,1.2,21.7,-3.1
CC(Sc1ncccn1)C(=O)N1CCc2ccccc21 (stereo unspecified),-4.4,-0.8,0.0,-0.1,-1.6,14.4,22.1,-7.6,-7.2
COCC1CCN(C(=O)C2CCC(=O)N(CC3CCCCC3)C2)CC1 (stereo unspecified),3.7,-9.1,2.9,-1.6,-8.2,10.7,-3.4,1.3,-0.8
Cn1c(SCc2cccc([N+](=O)[O-])c2)nc2c(c1=O)SCC2,27.5,31.5,-1.1,1.5,-2.1,-3.1,36.3,15.2,0.5
O=S(=O)(NCC(c1ccco1)N1CCN(c2ccc(F)cc2)CC1)c1ccc(F)cc1 (stereo unspecified),20.1,16.8,1.5,0.8,-2.5,11.6,-9.8,28.5,-0.8
Cc1onc(-c2ccccc2)c1C(=O)Nc1nc2c(s1)CCCC2,14.4,15.9,5.3,-0.2,0.3,13.8,13.0,5.5,-3.4
NNC(=O)c1cccc(COc2ccccc2Br)c1,39.5,41.2*,-0.7,-0.4,-1.5,12.5,-63.4,43.2,1.6
O=C(CC(=O)NC1CCCCC1)N/N=C/c1ccccc1Cl,0.8,-4.1,4.8,-11.8,1.5,-2.2,-25.4,1.3,-1.5
COc1ccccc1N1CCN(c2ccc(N3C(=O)CCC3=O)cc2[N+](=O)[O-])CC1,0.5,15.6,0.4,-2.2,-0.5,-7.7,-20.2,14.3,-6.0
CCOC(=O)C1CCN(C2CC(=O)N(c3ccc(OCC)cc3)C2=O)CC1 (stereo unspecified),10.0,32.5,1.4,-0.2,1.1,16.3,-14.6,21.7,0.9
CCOC(=O)c1cc(C(C)=O)n2ccccc12,16.3,23.3,0.6,1.5,1.7,18.8,32.9,17.7,-2.6
COCCn1c(C)cc(C(=O)COC(=O)c2ccc(Cl)c(S(N)(=O)=O)c2)c1C,-1.7,11.0,-3.1,-2.0,-6.5,3.8,23.4,2.1,-2.1
Cc1ccc(C(=O)CN(Cc2ccccc2)C2=NCCS2)cc1,-18.5,26.2,5.0,-0.1,-1.4,25.1,-14.3,9.2,0.0
Cc1cc(C)n(Cc2ccc(C(=O)O)cc2)n1,-1.2,-10.3,-2.0,0.4,-2.0,10.7,-13.8,-20.2,-6.1

# Next part.
SMILES,TIM10 inh,tim10-1 inh,UPR CHOP act,GRIN3A LBD mod,UPR XBP1 act,NLRP3 yeast inh,Mdm2-MdmX inh,tim23-1 inh,APJ ag
Cc1nc(N)c(Cc2ccc(Cl)cc2Cl)c(N)n1,17.8,34.8,-1.5,0.6,-3.4,2.5,-17.4,13.3,-2.8
O=c1[nH]ncn1-c1cccc(C(F)(F)F)c1,8.2,5.1,-0.2,-1.4,-0.1,-13.3,1.2,0.6,-4.1
CC(=O)Nc1ccc(NC(=O)C(C)OC(=O)c2ccc(OCc3c(C)noc3C)cc2)cc1 (stereo unspecified),-4.1,11.2,-1.3,-1.6,-1.0,19.0,3.9,14.9,-1.4
NCCCNC(=O)c1cc2ccccc2[nH]1,-8.3,-1.9,-0.9,-0.1,-1.1,-1.1,6.3,3.8,-0.9
CSc1nncc(=O)[nH]1,-1.9,7.1,-1.0,-2.0,-1.0,-0.6,2.5,0.8,-2.4
CC1CCCCC1NC(=O)CSc1nnc(CC(=O)Nc2ccccc2F)n1C (stereo unspecified),0.2,-7.7,0.3,-0.6,-0.4,15.7,-20.5,-9.1,-0.4
Cc1nn(CC(=O)NCCCN2CCCC2)c(=O)c2nn(-c3ccccc3)c(C)c12,0.0,-11.8,0.6,-3.2,-0.5,9.2,3.4,6.3,-7.8
CN(CCCNC(=O)Cn1c(=O)c2cccn2c2ccccc21)Cc1ccccc1,4.9,-10.3,-0.9,0.5,-3.3,2.9,16.8,6.2,-10.3

# Four entries picked at random from those above:
SMILES,TIM10 inh,tim10-1 inh,UPR CHOP act,GRIN3A LBD mod,UPR XBP1 act,NLRP3 yeast inh,Mdm2-MdmX inh,tim23-1 inh,APJ ag
CSc1nncc(=O)[nH]1,-1.9,7.1,-1.0,-2.0,-1.0,-0.6,2.5,0.8,-2.4
Cc1nn(CC(=O)NCCCN2CCCC2)c(=O)c2nn(-c3ccccc3)c(C)c12,0.0,-11.8,0.6,-3.2,-0.5,9.2,3.4,6.3,-7.8
CC(=O)Nc1ccc(NC(=O)C(C)OC(=O)c2ccc(OCc3c(C)noc3C)cc2)cc1 (stereo unspecified),-4.1,11.2,-1.3,-1.6,-1.0,19.0,3.9,14.9,-1.4
NCCCNC(=O)c1cc2ccccc2[nH]1,-8.3,-1.9,-0.9,-0.1,-1.1,-1.1,6.3,3.8,-0.9
